Source: PubChem (University of Kansas High Throughput Screening Laboratory)
Pf apPOL inh = Pf-apPOL inhibitors, biochemical, fluorescence | AID 1794808, 2022 | Recombinant Pf-apPOL, molecular beacon fluorescence, 1.5 h | inhibition, % at 10 µM | 210,000 compounds, 0.25% hits | Plasmodium falciparum apicoplast DNA polymerase (apPOL)
mHTT-CaM PPI inh = mutant huntingtin-calmodulin interaction inhibitors – biochemical, AlphaScreen, primary screen. P42858. 190,000 compounds, 3.6% hits. inhibition, % at 15 µM. AlphaScreen His-mHTT/GST-CaM binding, luminescence;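 further: 0% = both proteins with DMSO and 100% = one protein alone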
Target sequence (P42858 whole entry, looked up, stated change not applied): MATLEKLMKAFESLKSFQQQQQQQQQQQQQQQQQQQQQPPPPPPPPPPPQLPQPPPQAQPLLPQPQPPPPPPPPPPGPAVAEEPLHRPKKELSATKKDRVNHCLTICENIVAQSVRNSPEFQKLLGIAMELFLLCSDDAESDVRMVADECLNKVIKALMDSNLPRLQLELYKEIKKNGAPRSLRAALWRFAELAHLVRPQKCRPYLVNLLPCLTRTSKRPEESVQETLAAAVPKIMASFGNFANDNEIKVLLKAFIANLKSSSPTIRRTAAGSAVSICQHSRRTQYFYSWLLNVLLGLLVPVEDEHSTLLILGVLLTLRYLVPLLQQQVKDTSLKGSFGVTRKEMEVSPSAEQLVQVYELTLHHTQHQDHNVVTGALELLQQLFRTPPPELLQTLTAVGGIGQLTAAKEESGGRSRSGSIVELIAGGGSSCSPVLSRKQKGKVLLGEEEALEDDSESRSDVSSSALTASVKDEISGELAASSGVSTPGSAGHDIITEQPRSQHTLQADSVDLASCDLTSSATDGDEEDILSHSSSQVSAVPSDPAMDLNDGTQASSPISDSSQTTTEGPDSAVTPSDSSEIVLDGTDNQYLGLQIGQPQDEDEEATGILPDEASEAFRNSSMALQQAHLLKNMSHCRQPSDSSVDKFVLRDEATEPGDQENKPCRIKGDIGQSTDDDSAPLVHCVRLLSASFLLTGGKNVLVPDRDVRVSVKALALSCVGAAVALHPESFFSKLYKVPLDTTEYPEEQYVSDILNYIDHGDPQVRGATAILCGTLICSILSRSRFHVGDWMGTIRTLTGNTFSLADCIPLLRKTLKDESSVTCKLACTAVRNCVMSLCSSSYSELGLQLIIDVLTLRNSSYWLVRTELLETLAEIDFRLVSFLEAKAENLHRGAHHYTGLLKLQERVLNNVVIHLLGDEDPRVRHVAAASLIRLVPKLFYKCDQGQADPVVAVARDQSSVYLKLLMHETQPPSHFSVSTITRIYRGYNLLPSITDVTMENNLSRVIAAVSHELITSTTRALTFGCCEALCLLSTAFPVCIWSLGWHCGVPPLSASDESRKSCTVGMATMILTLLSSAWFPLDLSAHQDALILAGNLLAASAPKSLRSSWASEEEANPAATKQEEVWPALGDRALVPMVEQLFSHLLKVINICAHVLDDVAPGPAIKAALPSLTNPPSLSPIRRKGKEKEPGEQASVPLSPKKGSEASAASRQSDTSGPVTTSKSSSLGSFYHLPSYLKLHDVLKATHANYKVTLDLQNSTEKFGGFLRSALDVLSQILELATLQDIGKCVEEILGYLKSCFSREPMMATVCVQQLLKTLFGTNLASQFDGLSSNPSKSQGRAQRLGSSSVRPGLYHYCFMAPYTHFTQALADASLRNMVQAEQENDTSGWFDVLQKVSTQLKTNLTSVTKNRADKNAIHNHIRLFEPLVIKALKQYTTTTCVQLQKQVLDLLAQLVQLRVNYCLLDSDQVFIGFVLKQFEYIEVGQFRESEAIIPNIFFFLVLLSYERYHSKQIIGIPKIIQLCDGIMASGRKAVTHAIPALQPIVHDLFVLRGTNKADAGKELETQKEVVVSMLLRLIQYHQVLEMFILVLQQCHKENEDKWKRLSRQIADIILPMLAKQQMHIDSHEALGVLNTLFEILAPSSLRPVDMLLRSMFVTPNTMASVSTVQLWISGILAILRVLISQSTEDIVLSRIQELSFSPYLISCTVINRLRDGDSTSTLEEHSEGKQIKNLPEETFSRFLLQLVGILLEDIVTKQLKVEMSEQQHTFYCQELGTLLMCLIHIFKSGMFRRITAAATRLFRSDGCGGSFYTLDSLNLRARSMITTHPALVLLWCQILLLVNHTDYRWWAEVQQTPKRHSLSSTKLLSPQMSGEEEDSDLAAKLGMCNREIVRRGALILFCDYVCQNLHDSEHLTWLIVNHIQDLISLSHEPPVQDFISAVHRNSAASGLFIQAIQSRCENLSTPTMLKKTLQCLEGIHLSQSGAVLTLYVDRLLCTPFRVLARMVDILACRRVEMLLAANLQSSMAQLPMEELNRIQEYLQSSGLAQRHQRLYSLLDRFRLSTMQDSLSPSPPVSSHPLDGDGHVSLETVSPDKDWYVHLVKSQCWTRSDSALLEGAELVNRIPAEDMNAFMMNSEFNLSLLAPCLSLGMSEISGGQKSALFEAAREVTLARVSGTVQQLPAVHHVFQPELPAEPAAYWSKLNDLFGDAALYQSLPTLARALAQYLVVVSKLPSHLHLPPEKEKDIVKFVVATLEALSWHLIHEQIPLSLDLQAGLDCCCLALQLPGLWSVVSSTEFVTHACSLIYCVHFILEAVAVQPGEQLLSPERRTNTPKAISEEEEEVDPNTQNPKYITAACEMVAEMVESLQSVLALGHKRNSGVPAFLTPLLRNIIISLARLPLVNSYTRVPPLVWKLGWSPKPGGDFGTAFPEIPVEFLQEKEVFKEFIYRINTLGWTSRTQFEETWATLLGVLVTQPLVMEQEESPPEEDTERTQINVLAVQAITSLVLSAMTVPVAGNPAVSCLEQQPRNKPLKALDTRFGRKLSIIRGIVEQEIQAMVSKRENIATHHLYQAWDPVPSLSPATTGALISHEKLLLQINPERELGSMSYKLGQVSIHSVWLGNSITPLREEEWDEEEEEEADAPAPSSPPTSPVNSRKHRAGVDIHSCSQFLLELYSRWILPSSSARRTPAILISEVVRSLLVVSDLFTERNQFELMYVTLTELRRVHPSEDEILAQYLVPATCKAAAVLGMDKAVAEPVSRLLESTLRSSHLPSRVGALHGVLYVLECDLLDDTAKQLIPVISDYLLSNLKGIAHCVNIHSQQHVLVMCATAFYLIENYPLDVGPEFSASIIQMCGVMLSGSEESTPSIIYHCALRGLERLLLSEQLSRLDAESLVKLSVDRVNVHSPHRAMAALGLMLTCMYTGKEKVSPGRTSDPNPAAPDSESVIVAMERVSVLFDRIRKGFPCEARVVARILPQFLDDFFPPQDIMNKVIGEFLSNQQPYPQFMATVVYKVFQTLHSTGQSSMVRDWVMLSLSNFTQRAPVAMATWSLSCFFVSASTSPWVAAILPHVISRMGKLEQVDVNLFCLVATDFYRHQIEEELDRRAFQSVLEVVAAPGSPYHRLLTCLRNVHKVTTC
Starred values were filed as active, the others as inactive; i = inactive; . = not tested or not shown; & = joins results of further samples. No stated cut-off is given here; in the data, active means inhibition above about 50%; inactive means the rest.

SMILES	Pf apPOL inh	mHTT-CaM PPI inh
C#CC1(NC(C)=O)CCCCC1	.	-5
COc1ccc(NS(=O)(=O)c2ccc(NC(C)=O)cc2)cc1Cl	-2	4
O=c1[nH]c(CNC2CC2)nc2sc3c(c12)CCCCC3	-6	-6
Cc1ccccc1-c1nc(C2CCN(C(=O)c3cc4ccccc4[nH]3)CC2)no1	-1	45
Cc1ccc(NC(=O)N2CCC(N3CCN(Cc4ccc(F)cc4)C3=O)CC2)cc1Cl	-3	5
O=C(Cn1c(=O)oc2ccccc21)N1CCc2ccccc21	-4	6
COc1cc(/C=C(\C#N)C(=O)Nc2nnc(C(F)(F)F)s2)ccc1OCc1ccc(C(F)(F)F)cc1C(F)(F)F	-10	.
CCOc1ccc(N(CC(=O)Nc2cccc(C)c2)S(C)(=O)=O)cc1	-3	3
O=C(O)c1ccc(Br)c(S(=O)(=O)Nc2ccc(Cl)cc2)c1	2	3
CCOc1ccc(C(=O)N2CC(=O)Nc3ccc(F)cc3C2c2ccc(F)cc2)cc1OCC (stereo unspecified)	-2	23
O=C(Nc1ccc(F)c(F)c1)c1ccc(Cl)c([N+](=O)[O-])c1	3	7
Cc1cc(=O)n(CC(=O)Nc2ccc(-c3ccc(N4CCCC4)nn3)cc2)cn1	-5	-2
O=C(NCCN1CCCC1)c1cc2cn(C3CC3)cc2s1	10	40
O=C(c1nccc2ccccc12)N1CCC(c2nc(C3CC3)n[nH]2)CC1	13	-3
O=C1c2ccccc2C(=O)N1CC(O)COc1ccccc1Cl (stereo unspecified)	6	-3
CSc1nc2c(sc3ccc([N+](=O)[O-])cc32)c(=O)n1Cc1ccccc1	-3	9
CCC(=O)N1CCC(c2nc(C)ccc2C(=O)Nc2cccc(C)c2)CC1	-8	12
CN(C)c1ccc(CNC(=O)CN2CCN(C(=O)Nc3ccc(Cl)cc3)CC2=O)cc1	-4	8
Cn1nc2c(c1NC(=O)c1cc(C(F)(F)F)cc(C(F)(F)F)c1)CCC2	-4	-10
CCC(=O)Nc1ccc(-n2nc(OC)nc2-c2ccccc2F)cc1	-2	6
COc1ccc(CC(=O)Nc2ccc(N3CCCC3=O)c(OC)c2)cc1OC	5	-4
Clc1ccccc1-c1nc(COc2ccc3c(c2)OCO3)no1	0	5
FC(F)Oc1ccc(C2=CC(c3ccc(Cl)cc3)n3nnnc3N2)cc1 (stereo unspecified)	3	-10
O=C(NCc1ccc(-n2ccnc2)cc1)C1CCCO1 (stereo unspecified)	-3	2
CC(CNC(=O)c1ccc(C(C)(C)C)cc1)CN(C)C (stereo unspecified)	2	-1
NC(=O)c1cc(-c2ccccc2)sc1NC(=O)c1ccc(F)c(F)c1	1	-68
COc1cc(C=Cc2ccncc2)ccc1OC(=O)c1cc(OC)c(OC)c(OC)c1	-4	-3
CCCCN(CCCC)C(=O)c1c[nH]c2ccc(S(=O)(=O)Nc3ccccc3C)cc2c1=O	-12	30
Cc1ccc(C)c(NC(=O)CCC(=O)Nc2cc(C)ccc2C)c1	-5	-1
O=C1NCCCC1C(=O)NC1CCCCC1 (stereo unspecified)	-9	-2

Entries of single compounds as entered above:
O=C1c2ccccc2C(=O)N1CC(O)COc1ccccc1Cl (stereo unspecified) in the list: Pf apPOL inh = 6; mHTT-CaM PPI inh = -3
Cc1ccc(NC(=O)N2CCC(N3CCN(Cc4ccc(F)cc4)C3=O)CC2)cc1Cl in the list: Pf apPOL inh = -3; mHTT-CaM PPI inh = 5

Next section
SMILES	Pf apPOL inh	mHTT-CaM PPI inh
CCOc1cc2c(cc1OCC)C1CC(=O)N(c3ccccc3C)C(=O)N1CC2 (stereo unspecified)	-2	8
O=C(NCc1ccccc1F)c1ccn2c(-c3cc(F)cc(F)c3)nnc2c1	-4	-3
CCCS(=O)(=O)N1CCC(C(=O)NC2CCCC(C)C2C)CC1 (stereo unspecified)	-16	-1
CN1CCCN(Cc2cccc([N+](=O)[O-])c2)CC1	-3	-3
COc1cccc(-c2cc(C3CCN(S(=O)(=O)c4ccccc4Cl)CC3)[nH]n2)c1	-2	13
Cc1cc(C)n(-c2ccc(N3CCCC(C(=O)Nc4ccc5sc(C)nc5c4)C3)nn2)n1 (stereo unspecified)	0	19
Cc1ccc(CCNC(=O)CCS(=O)(=O)Cc2ccccc2F)cc1	-11	-1
Cc1ccccc1NC(=O)C1CC(=O)N(CCc2c[nH]c3ccc(Cl)cc23)C1 (stereo unspecified)	-2	56*
CCOc1ccc(N(CC(=O)NC2CCCCC2)S(C)(=O)=O)cc1	-2	3
Cc1ccccc1C(=O)Nc1ccc(N2CCN(c3ccccc3)C2=O)nc1	0	-8

Next section; it opens with the five that closed the last part.
SMILES	Pf apPOL inh	mHTT-CaM PPI inh
Cc1cc(C)n(-c2ccc(N3CCCC(C(=O)Nc4ccc5sc(C)nc5c4)C3)nn2)n1 (stereo unspecified)	0	19
Cc1ccc(CCNC(=O)CCS(=O)(=O)Cc2ccccc2F)cc1	-11	-1
Cc1ccccc1NC(=O)C1CC(=O)N(CCc2c[nH]c3ccc(Cl)cc23)C1 (stereo unspecified)	-2	56*
CCOc1ccc(N(CC(=O)NC2CCCCC2)S(C)(=O)=O)cc1	-2	3
Cc1ccccc1C(=O)Nc1ccc(N2CCN(c3ccccc3)C2=O)nc1	0	-8
Cc1ccc(C(N)=O)cc1S(=O)(=O)N1CCCCC1	-5	-5
CC(C)c1ccc(C2C(C#N)=C(N)OC3=C2C(=O)CC(C)(C)C3)cc1 (stereo unspecified)	-8	3
COc1ccc2ncc(C#N)c(N3CCC(C(=O)NCc4ccc(F)cc4)CC3)c2c1	-2	1
CCOc1ccc(C2=CC(c3ccc(Cl)cc3)n3ncnc3N2)cc1 (stereo unspecified)	-2	15
CC1CCN(Cc2nc(C(=O)NC(C)C)co2)CC1	0	-2
CC1SC2(C(=O)Nc3ccccc32)N(c2ccccc2)C1=O (stereo unspecified)	-6	-1
COCC(=O)N1CC(c2nc(-c3ccc(F)cc3)no2)C2(CCOCC2)C1 (stereo unspecified)	-2	6
C=CCn1cnc2c1c(=O)n(CC1CC1)c(=O)n2-c1ccc(Cl)cc1	4	2
Cn1ccc2c(cc(C(=O)NC3CCN(Cc4ccccc4)CC3)n2C)c1=O	0	7
Cc1nc(C2CCCN2Cc2ccccc2C)n[nH]1 (stereo unspecified)	-3	-2
O=[N+]([O-])c1ccc(OS(=O)(=O)c2ccc3ccccc3c2)c2ncccc12	.	100*
O=C(NCCOc1ccc(F)cc1)c1cc(-c2cccs2)[nH]n1	-22	-7
COc1nccc(N2CCC(CC(=O)NCc3ccc(Cl)cc3)CC2)n1	-6	6
Cc1cccc(NC(=O)N2CCC3(CC2)NC(=O)c2ccccc2N3C)c1	0	-10
CC(=O)c1ccc(NC(=O)CC(C)n2cncn2)cc1 (stereo unspecified)	6	-5
C=CC(=O)Nc1ccc(-c2nc3ccc(NC(=O)C=C)cc3[nH]2)cc1	6	1
Cc1cc(C)c(-c2noc(C)n2)c(NC(=O)c2c(F)cccc2F)n1	-2	-1
O=C(NC1CCCCC1)c1cc2n(n1)C(C(F)(F)F)CC(c1ccc3c(c1)OCO3)N2 (stereo unspecified)	-3	20
CCN1C(=O)c2ccccc2Oc2ccc(C(=O)NC3CC3)cc21	-6	-4
NC(=O)C1CCN(S(=O)(=O)c2cc(C(=O)Nc3ccccc3Cl)ccc2F)CC1	0	5
O=C(O)COc1ccc(-c2ccccc2)cc1	-9	-2
O=C(NCCN1CCCC1)c1nc(-c2ccc(Cl)cc2)n2c1CCCCC2	-3	9
CC(=O)c1cc(F)c(N2CCN(C(=O)c3ccccc3Br)CC2)cc1C	-5	17
O=C1OC(/C=C/c2cccc([N+](=O)[O-])c2)=NC/1=C\c1ccc([N+](=O)[O-])cc1	3	1
COc1ccc2c(c1)C(C)=CC(C)(C)N2C(=O)CN1C(=O)CCC1=O	0	6
COc1cc(/C=C2\C(=O)NN(c3ccc(C)c(C)c3)C2=O)cc([N+](=O)[O-])c1O	0	30
CCN(CC)C(=O)c1c[nH]c2ccc(S(=O)(=O)N(C)c3ccc(C)c(C)c3)cc2c1=O	-4	17
Cc1ccc(-c2noc(-c3c(O)c4ccccc4[nH]c3=O)n2)cc1C	-2	-10
Cc1c(Cl)ccc(S(=O)(=O)N2CCN(CCO)CC2)c1Cl	-6	-4
COc1cccc(C2=N/C(=C\c3sccc3C)C(=O)O2)c1	-3	6
COc1cccc(NC(=O)c2ccccc2NC(=O)c2ccco2)c1	0	9
COc1cc2c(cc1OC)NC(=O)C2	.	32
COc1ccccc1NC(=O)c1cc2c(CO)cnc(C)c2oc1=N	2	19
CCOc1ccc(S(=O)(=O)N2CCC(c3noc(-c4ccc(Cl)cc4)n3)CC2)cc1	-7	-10
CN(C)CCNc1ncnc2c1sc1nc(N3CCOCC3)c3c(c12)CC(C)(C)OC3	0	3
CCNc1cc(NCCNC(=O)Nc2ccc3c(c2)OCO3)nc(C)n1	-2	-8
O=C1c2ccccc2OC(c2ccccc2)C12N=NCC2c1ccc(Cl)cc1Cl (stereo unspecified)	-7	.
COc1cc2c(cc1OC)C(C(=O)N(C)C1CCCCC1)C(c1cccs1)N(C)C2=O (stereo unspecified)	8	9
CCOc1ccc(NC(=O)N2CCn3c(C)ccc3C2CC)cc1 (stereo unspecified)	-1	10
Clc1ccccc1Cc1noc(/C=C/c2ccc(Br)cc2)n1	-3	-12
CCc1ccc(C(=O)N2CCC(c3ccn4ncc(C(=O)N5CCCCC5)c4c3)CC2)cc1	1	5
O=C(C1CCCN(c2ncccc2-c2noc(C3CCC3)n2)C1)N1CCCCCC1 (stereo unspecified)	-5	22
Cc1ccc(CN2CCC(C(=O)N(CCO)Cc3ccccc3)CC2)cc1	4	-2
O=[N+]([O-])c1ccc(CN2CCN(C/C=C/c3ccccc3)CC2)cc1	-12	30
Cc1nnc(NC(=O)c2csc(Nc3cccc(Cl)c3)n2)s1	5	35
CCn1c(C(=O)N2CCN(C(C)=O)CC2)cc2sccc21	-2	-2
O=C(O)C(Cc1cnc[nH]1)N1C(=O)C2C3c4ccccc4C(c4ccccc43)C2C1=O (stereo unspecified)	-6	4
O=c1c2ccccc2nc(/C=C/c2ccc3c(c2)OCO3)n1-c1ccc([N+](=O)[O-])cc1	-3	-3
Cn1nc(C(=O)N2CCN(c3ccccc3F)CC2)ccc1=O	-5	-14
CC(=O)c1cccc(NC(=O)CN2C(=O)NC3(CCC(C)CC3)C2=O)c1 (stereo unspecified)	-6	1

Already shown: six of the compounds above.
SMILES	Pf apPOL inh	mHTT-CaM PPI inh
C#CC1(NC(C)=O)CCCCC1	.	-5
COc1ccc(NS(=O)(=O)c2ccc(NC(C)=O)cc2)cc1Cl	-2	4
O=c1[nH]c(CNC2CC2)nc2sc3c(c12)CCCCC3	-6	-6
Cc1ccccc1-c1nc(C2CCN(C(=O)c3cc4ccccc4[nH]3)CC2)no1	-1	45
Cc1ccc(NC(=O)N2CCC(N3CCN(Cc4ccc(F)cc4)C3=O)CC2)cc1Cl	-3	5
O=C(Cn1c(=O)oc2ccccc21)N1CCc2ccccc21	-4	6

Going on with the list:
SMILES	Pf apPOL inh	mHTT-CaM PPI inh
COc1ccc2c(c1)OCC/C2=N\OC(=O)c1ccccc1SC	-3	i
CCS(=O)(=O)Nc1ccc(C2(C(=O)NCc3ccc(F)cc3F)CCCCC2)cc1	-5	-12
COc1ccc(CCN2C(=S)NC3c4cc([N+](=O)[O-])ccc4OC2(C)C3C)cc1OC (stereo unspecified)	0	61*
CC1CCCCN1CCCNC(=O)CN1N=C(c2ccc(Cl)cc2)CCC1=O (stereo unspecified)	-12	6
COc1ccc(S(=O)(=O)N2CCCC(C)(C(=O)NCc3cccc(F)c3)C2)cc1 (stereo unspecified)	-3	7
CSc1cccc(-n2cc(-c3ccc(F)cc3)[nH]c2=O)c1	-9	1
O=C(CCN1CCCC1)Nc1ccc(Cl)cc1	1	3
O=C(Nc1cccc(O)c1)c1cccnc1	-3	-1
COc1ccc(S(=O)(=O)N2CCN(c3ccccn3)CC2)cc1[N+](=O)[O-]	0&-6	9&9
O=C1CSC(c2cccs2)N1c1ccc(Oc2ccccc2)cc1 (stereo unspecified)	-1	-5
O=C(NCc1ccccn1)c1cc2n(n1)CCCN(Cc1ccc(F)cc1)C2=O	-5	-6
COc1ccc(-c2cc(C(F)(F)F)n3ncc(C(=O)NC4CCCCC4)c3n2)cc1OC	-12	1
Cc1ccc(C)c(C(=O)c2ccccc2NC(=O)c2ccccn2)c1	3	-10
CSc1ccc(CNC(=O)C2CC(=O)N(c3ccc4c(c3)CCN4C(C)=O)C2)cc1 (stereo unspecified)	-9	3
O=C(NC1CCCCC1)C1CCN(c2ncccc2-c2nc(-c3cccc(F)c3)no2)CC1	-4	-5
O=c1[nH]cnc2c1nc(N1CCN(CCO)CC1)n2C1OC(CO)C(O)C1O (stereo unspecified)	.	-2
O=C(Nc1ccc(N2CCN(Cc3cccc(F)c3)CC2)nc1)C1CC1	3	7
CC(C)Oc1ccc(CNc2nc3ccncc3n(C)c2=O)cc1	-10	8
OC(c1ccccn1)C1CCN(Cc2ccc(F)cc2Cl)CC1 (stereo unspecified)	-10	3
O=C(O)c1ccccc1N1C(=O)CC(c2ccccc2)CC1=O	-7	0

A different layout for some results above:
Structure | Pf apPOL inh | mHTT-CaM PPI inh
Cc1ccc(C)c(C(=O)c2ccccc2NC(=O)c2ccccn2)c1 | 3 | -10
CSc1ccc(CNC(=O)C2CC(=O)N(c3ccc4c(c3)CCN4C(C)=O)C2)cc1 (stereo unspecified) | -9 | 3

(listing goes on)
SMILES	Pf apPOL inh	mHTT-CaM PPI inh
O=C(c1ccco1)N1CCN(C(=O)c2ccc(Cn3cc(Br)cn3)o2)CC1	8	2
O=C(Cc1ccsc1)N1CCC(c2nncn2-c2ccccc2)CC1	-5	10
COc1ccccc1CNS(=O)(=O)c1cc2c(s1)CCN(C(=O)C1CCC1)C2	-8	6
Cc1oc(C(C)C)nc1C(=O)NCc1cccnc1	-4	0
COC(=O)CNC(=O)N1CCCC1c1ccc(F)cc1 (stereo unspecified)	-3	1
CN(CCc1ccccn1)Cc1ccsc1	2	0

A portion of the library (hit frequency here may not be typical).
